DTT redox prof: compounds producing H2O2 with reducing agent – biochemical, NIH compound library profiling, artefact control for MLSCN library redox annotation, primary screen; AID 878; activation, % at 10 µM; 0.03% of 200,000 active; DTT-dependent redox cycling H2O2, phenol red/HRP absorbance; 100% = 100 µM peroxide control, 0% = buffer;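 active = activation of at least 50% relative to the plate's high and low controls in the primary single-dose screen; inactive = activation below 50%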;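 also: compound incubated with DTT at 0.8 mM final as the reducing agent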
STAT1 blocker: reduces IFN-gamma driven STAT1 reporter signal. inhibition, % at 5.5 µM. NIH 3T3 STAT1-luciferase reporter, luminescence. AID 920. 0.35% of 200,000 active;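 active = inhibition above a set limit, the mean inhibition across all tested compounds plus 3 SD, cut at about 34% in these data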;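 also: 0% = IFN-gamma with DMSO and 100% = IFN-gamma with 300 µM nifuroxazide; values of inactives mirror those of a sister screen read the other way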
STAT3 activator: activators of IL-6 induced STAT3 signaling; U3A cells, IL-6 STAT3-luciferase reporter, luminescence; 100% = signal with IL-6 EC80 alone; activation (% of control), % at 5.6 µM; 0.91% of 190,000 active;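 active = activation above the screen-wide mean of compound activation plus 3 SD, cut at about 130% in these data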;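 also: 0% = background luminescence of wells with medium and substrate only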
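Material: human U3A cells carrying STAT3-luciferase construct. Measured by: reporter luminescence signal. Timing: compound 1 h, then IL-6 6 h at 37 °C.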
Hsp70 act: transcriptional activators of Hsp70; AID 1203; 0.04% of 200,000 active; activation, % at 10 µM; HeLa Hsp70 promoter luciferase reporter, luminescence; scaled: vehicle 0, proteasome-inhibitor control 100%;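 active = activation above the mean across all tested compounds plus 3 SD, cutoff set per campaign, cut at about 5.5% in these data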;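 also: 100% = MG132 at 30 µM as the positive control and 0% = DMSO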
NF-kB neuron act: compounds increasing NF-kB expression in human neuronal cells; NF-kB reporter expression; stronger effect = higher value; fold change at 12.5 µM; 1.6% of 190,000 active; AID 1239; in the data active = fold change above about 3.3
TLR4-MyD88 BLA: inhibitors of human TLR4-MyD88 binding | 0.18% of 200,000 active | AID 861 | inhibition, % at 8.4 µM | HeLa CL3-4 TLR4/MyD88 BLA complementation, FRET ratio | O00206+Q99836; in the data active = inhibition above about 25%;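 also: 0% = vehicle and 100% = reference inhibitor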
Target sequence (O00206 whole entry, looked up): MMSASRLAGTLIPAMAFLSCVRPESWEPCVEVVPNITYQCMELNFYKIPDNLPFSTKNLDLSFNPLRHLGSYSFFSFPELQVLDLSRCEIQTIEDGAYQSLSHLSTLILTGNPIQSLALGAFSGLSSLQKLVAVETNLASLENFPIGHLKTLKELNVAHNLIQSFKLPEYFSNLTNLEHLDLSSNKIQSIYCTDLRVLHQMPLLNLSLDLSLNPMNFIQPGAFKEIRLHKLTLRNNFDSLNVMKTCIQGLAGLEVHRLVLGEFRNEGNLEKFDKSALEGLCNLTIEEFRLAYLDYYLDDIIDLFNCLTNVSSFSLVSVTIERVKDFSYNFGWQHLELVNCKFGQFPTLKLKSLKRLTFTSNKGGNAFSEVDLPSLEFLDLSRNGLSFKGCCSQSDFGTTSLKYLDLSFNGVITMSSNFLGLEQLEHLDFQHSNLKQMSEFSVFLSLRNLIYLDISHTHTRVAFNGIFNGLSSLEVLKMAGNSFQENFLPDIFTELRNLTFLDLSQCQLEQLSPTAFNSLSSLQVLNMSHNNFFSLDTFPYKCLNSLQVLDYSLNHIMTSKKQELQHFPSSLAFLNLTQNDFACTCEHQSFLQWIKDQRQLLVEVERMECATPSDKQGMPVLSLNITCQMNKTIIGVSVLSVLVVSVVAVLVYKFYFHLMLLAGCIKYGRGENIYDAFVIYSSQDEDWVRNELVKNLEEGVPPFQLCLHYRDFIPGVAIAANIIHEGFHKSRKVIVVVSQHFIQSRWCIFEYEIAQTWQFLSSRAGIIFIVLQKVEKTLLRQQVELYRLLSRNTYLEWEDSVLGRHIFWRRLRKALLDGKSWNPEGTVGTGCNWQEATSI
Target sequence (Q99836 whole entry, looked up): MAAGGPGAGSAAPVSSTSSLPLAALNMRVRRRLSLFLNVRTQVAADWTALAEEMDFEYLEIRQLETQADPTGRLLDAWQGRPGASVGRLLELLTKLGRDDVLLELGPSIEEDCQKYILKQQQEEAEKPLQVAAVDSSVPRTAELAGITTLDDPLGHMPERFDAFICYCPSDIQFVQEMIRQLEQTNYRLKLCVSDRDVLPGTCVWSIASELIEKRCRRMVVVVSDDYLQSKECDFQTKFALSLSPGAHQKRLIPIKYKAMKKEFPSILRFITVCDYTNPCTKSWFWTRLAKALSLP
STAT1 act: increases IFN-gamma driven STAT1 reporter signal; NIH 3T3 STAT1-luciferase reporter, luminescence; 100% = IFN-gamma alone, no compound; activation (% of control), % at 5.5 µM; 2.6% of 200,000 active; AID 932;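 active = activation above the screen-wide mean activation plus 3 SD, cut at about 130% in these data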;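 also: raw ratio to IFN-gamma control signal so 100% means no change and 0% no light; values of inactives mirror those of a sister screen read the other way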
Efa HMGR inh: inhibitors of class II HMG-CoA reductase from Enterococcus faecalis | purified E. faecalis HMGR, NADPH absorbance 340 nm kinetic | inhibition, % at 10 µM | 0.41% of 190,000 active;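 active = inhibition above a set limit, the median over all tested compounds plus 3 SD, cut at about 9.5% in these data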;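 also: enzyme runs in reverse so mevalonate oxidation gives rising NADPH absorbance; 0% = complete reaction with DMSO and 100% = background rate lacking mevalonate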
STAT3 inh: reduces IL-6 driven STAT3 reporter signal; 0.89% of 190,000 active; AID 862; inhibition, % at 5.5 µM; U3A cells, IL-6 STAT3-luciferase reporter, luminescence; host cell line lacks STAT1;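 active = inhibition above the mean inhibition across all screened compounds plus 3 SD, cut at about 44% in these data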;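 also: 0% = DMSO only wells and 100% = 100 µM nifuroxazide control wells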
APP 5'UTR act: activates APP 5'UTR luciferase reporter; activation, % at 2 µM; SH-SY5Y APP 5'UTR luciferase reporter, luminescence; zero percent = DMSO vehicle wells; 1% of 190,000 active;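 active = activation above a set limit, based on mean plus 3 SD of controls, cut at about 140% in these data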; also: values of inactives mirror those of a sister screen read the other way
Starred values were filed as active, the others as inactive; nt = no result given.

SMILES	DTT redox prof	STAT1 blocker	STAT3 activator	Hsp70 act	NF-kB neuron act	TLR4-MyD88 BLA	STAT1 act	Efa HMGR inh	STAT3 inh	APP 5'UTR act
Cc1nnc2ccc(-c3ccc(NC(=O)c4ccco4)cc3)nn12	-0.3	3	79	-0.2	0.92	-2	97	-6	30	8
CCOC(=O)C1CCN(c2nc(-c3ccc(Br)cc3)nc3ccccc23)CC1	-0.2	5	142*	-0.3	1.2	-4	95	0	-40	16
Cc1ccc(S(=O)(=O)Nc2ccc(N3CCOCC3)cc2)cc1[N+](=O)[O-]	-2.5	6	101	-0.1	0.99	-4	92	-1	0	-4
c1ccc2c(c1)ncn2-c1ccc(-c2ccnc(-c3ccncc3)n2)cc1	2.1	-2	104	-0.1	0.84	-5	102	2	6	-6
CCC(C)[C@H](NC(=O)NCc1ccc(Cl)cc1)C(=O)OC (stereo partly drawn)	0.1	4	105	-0.1	1.3	3	97	0	-2	-3
O=C1CC(=C(c2ccccc2)c2ccccc2)C(=O)N1CCN1CCN(c2cccc(Cl)c2)CC1	0.6	-2	104	-0.5	1	-2	102	0	-4	11
Cc1[nH][nH]c(=O)c1/C=N/N1CCOCC1	-1.8	-5	104	-0.1	0.91	6	103	-6	2	17
Nc1ncc(-c2ccccc2)n1CC1CCCO1 (stereo not drawn)	0.0	0	102	-0.3	1	8	100	-8	4	7
COc1ccc(Cc2nnc(NC(=O)CSc3ccc(C)cc3)s2)cc1OC	1.7	-7	104	0.0	1.3	9	106	0	7	9
O=C(Nc1ccc2nc(-c3ccc4nc[nH]c4c3)[nH]c2c1)c1cccs1	1.5	5	101	-0.2	0.46	15	95	-5	3	5
CCOc1ccc(/C=N/NC(=O)c2ccc(Cn3cc([N+](=O)[O-])cn3)o2)cc1	4.3	-15	102	-0.1	1.5	-2	114	-6	1	16
COc1ccc(N(CCC#N)C(=O)/C(C#N)=C/c2cccs2)cc1	0.0	-1	98	-0.2	1.1	-1	100	-3	8	-4
O=C(COC(=O)c1ncc(Cl)c(Cl)c1Cl)NC(=O)NCc1ccccc1	-0.3	12	96	-0.1	1.1	7	90	-8	7	22
CCc1c(C)sc(NC(=O)c2cccs2)c1C#N	-0.2	-25	96	0.1	1.5	-2	122	-2	9	41
COc1cc(COCC(O)CN2CCN(Cc3ccc4c(c3)OCO4)CC2)cc(OC)c1OC (stereo not drawn)	-0.7	4	100	0.0	1.1	-12	95	7	1	6
CNc1nc2c(c(=O)[nH]c(=O)n2C)n1CCOC	-4.2	-5	103	0.0	0.99	3	104	-3	-1	5
CC(C(=O)NCc1ccc2c(c1)OCO2)c1ccc([N+](=O)[O-])cc1 (stereo not drawn)	-0.6	-4	103	-0.3	1	-4	102	0	1	4
CN1CCN(NC(=O)c2cn(-c3ccccc3)nc2-c2cccs2)CC1	-0.6	-2	98	-0.3	0.99	3	104	1	8	1
COc1cccc(C(=O)Nc2cccnc2)c1	0.1	4	93	-0.5	1.6	8	96	0	14	19
Brc1ccc(CSc2ccc3nnc(-c4cccnc4)n3n2)cc1	0.8	15	90	-0.1	0.52	-12	85	-4	17	-19
O=C(NCCc1ccccn1)C(F)(F)C(F)(F)C(F)(F)C(F)(F)C(F)(F)C(F)(F)C(F)(F)C(F)F	0.1	-7	91	-0.4	0.96	1	106	4	10	-25
CCOc1cc(/C=C2\SC(=S)N(NC(=O)c3cccnc3)C2=O)ccc1O	-0.6	1	99	-0.2	1	-3	98	-2	5	1
COc1ccc(Cc2c(Cl)ncnc2Cl)cc1	0.3	8	101	-0.1	0.92	11	93	-4	-1	22
CC1=C/C(=N\NC(=O)c2cccs2)CC(C)(C)C1	-0.4	-15	102	-0.4	1.2	5	113	0	9	29
CCOC(=O)C1CCCc2c1[nH]c1c(C(=O)O)cccc21 (stereo not drawn)	0.1	7	104	0.2	1.6	5	93	-3	0	-4

Single records, from the list above. Order of values: DTT redox prof | STAT1 blocker | STAT3 activator | Hsp70 act | NF-kB neuron act | TLR4-MyD88 BLA | STAT1 act | Efa HMGR inh | STAT3 inh | APP 5'UTR act
Profile of `CCOC(=O)C1CCCc2c1[nH]c1c(C(=O)O)cccc21` (stereo not drawn) → 0.1 | 7 | 104 | 0.2 | 1.6 | 5 | 93 | -3 | 0 | -4
Profile of `COc1ccc(Cc2c(Cl)ncnc2Cl)cc1` → 0.3 | 8 | 101 | -0.1 | 0.92 | 11 | 93 | -4 | -1 | 22

Next part:
SMILES	DTT redox prof	STAT1 blocker	STAT3 activator	Hsp70 act	NF-kB neuron act	TLR4-MyD88 BLA	STAT1 act	Efa HMGR inh	STAT3 inh	APP 5'UTR act
O=C(CSc1nnnn1C1CCCCC1)Nc1nc2c(s1)CCCC2	2.6	-2	100	0.0	0.67	3	102	-6	6	2
CCCCC1(O)CC(C(F)(F)F)=NN1C(=O)COc1ccccc1 (stereo not drawn)	-0.2	6	88	-0.1	1	-3	95	-1	18	5
O=C(NCCc1ccccc1)C1CCCN(S(=O)(=O)c2cnc[nH]2)C1 (stereo not drawn)	0.0	9	92	0.0	1.4	8	92	-6	18	-30
Cn1c(SCC(=O)Nc2ccc3c(c2)OCCO3)nnc1-c1ccccn1	-2.9	0	96	-0.4	1.3	-7	100	-6	7	17
COc1ccc(-c2csc(N(CC3CCCO3)C(=O)c3ccc(C)cc3)n2)cc1 (stereo not drawn)	-0.4	8	91	-0.2	1.1	-4	94	8	12	20
c1ccc2oc(NC3=NCN(CC4CCCO4)CN3)nc2c1 (stereo not drawn)	-0.7	-29	117	0.2	1.9	0	126	-3	-17	43
CC(C)C(=O)Nc1ccc(NC(=O)CCc2ccccc2)cn1	-0.7	2	99	-0.4	1.1	-6	98	-1	7	10
CCCn1c(C)cc(C(=O)COc2ccc(S(=O)(=O)N(CC)CC)cc2[N+](=O)[O-])c1C	-0.6	6	106	-0.3	0.63	4	95	0	-10	-8
CC1CCCCC1NC(=O)COC(=O)c1ccc(N(C)C)cc1 (stereo not drawn)	0.0	6	85	0.0	1.1	-4	94	3	17	-36
Cc1cc(C(=O)N(C)Cc2ccc(Br)cc2)no1	-0.6	2	97	0.2	1.1	-16	97	-2	9	-1
O=c1cnnc(SCCc2ccccc2)[nH]1	1.9	-2	99	-0.3	1.1	-3	102	-3	4	-21
CCCN1C(=O)/C(=C\C=C2/C=CN(CC)c3ccccc32)SC1=S	0.7	2	100	-0.4	0.98	10	98	-3	2	-27
COc1ccc2cc3c(N)nn(C(=O)c4cccc([N+](=O)[O-])c4)c3nc2c1	0.4	-6	103	-0.4	1.1	5	105	2	0	-2
COc1ccc(N(CC(=O)NCc2ccccc2)S(C)(=O)=O)cc1	0.0	-13	104	-0.4	1.1	-20	112	-1	-2	6
O=C(NCCc1ccccc1)c1ccc(NCC2CCCO2)c([N+](=O)[O-])c1 (stereo not drawn)	-0.6	-27	113	-0.3	2.2	11	122	-4	-8	17
O=C(CSc1n[nH]c(-c2cccs2)n1)N1CCN(S(=O)(=O)c2ccc3ccccc3c2)CC1	-0.2	-1	96	-0.6	0.96	-14	101	1	5	13
CCOc1ccc(CNCc2ccc(C(=O)O)cc2)cc1OC	-0.9	-4	98	-0.1	1.2	-13	104	-5	12	26
Cc1c(CNC(=O)c2cnn3c2NC(c2ccc(Br)cc2)CC3C(F)(F)F)cnn1C (stereo not drawn)	3.0	9	97	0.0	0.69	-7	92	-3	7	-6
COc1cc(OC)c(-c2cc(C(=O)O)ccc2OC)c(OC)c1	0.0	-8	100	-0.2	0.87	1	108	4	-2	-1
Cc1cc(C)n(CC2CC(=O)N(c3cc(Cl)cc(Cl)c3)C2=O)n1 (stereo not drawn)	0.2	7	94	0.1	1.1	-1	94	-3	3	1
CCCS(=O)(=O)N1CCN(Cc2ccc([N+](=O)[O-])cc2)CC1	0.5	-2	101	-0.3	1.1	-6	102	-6	-6	-2
CC(=O)c1c(C)nc(-c2ccccc2)n1O	2.8	0	105	-0.3	1.1	3	100	0	-3	13
O=C(Cn1c(=O)c2c(ncn2C2CCCC2)n(Cc2ccccc2)c1=O)N1CCc2ccccc21	0.3	8	106	-0.2	0.76	-16	93	-1	-2	6
N#C/C(=C(/O)CSc1ccccc1C(=O)O)c1nc2ccccc2s1	0.0	6	106	-0.3	1.1	-2	94	1	-9	nt
COC(=O)c1ccc(OCCn2cnc3ccccc3c2=O)cc1	-0.5	-13	125	-0.1	1.8	1	110	-6	-25	17

New compounds follow:
SMILES	DTT redox prof	STAT1 blocker	STAT3 activator	Hsp70 act	NF-kB neuron act	TLR4-MyD88 BLA	STAT1 act	Efa HMGR inh	STAT3 inh	APP 5'UTR act
CCC(Sc1nc2ccccc2c2nc3ccccc3n12)C(=O)NCc1ccco1 (stereo not drawn)	0.0	1	87	-0.2	1	-8	99	-1	15	12
CCOC(=O)c1sc(NC(=O)CSc2nc(-c3ccco3)cc(C(F)(F)F)n2)c(C(=O)OC(C)C)c1C	-0.8	5	95	-0.2	nt	-9	91	nt	10	-3
COc1cccc(NC(=S)N2CCN(Cc3ccccc3)CC2)c1	0.0	5	105	-0.4	1	6	96	8	-6	nt
CCOC(=O)N1CCN(C(=O)CSCC(=O)Nc2nc(-c3ccc(-c4ccccc4)cc3)cs2)CC1	-0.8	0	44	0.4	1.2	-6	100	-1	72*	124
COc1cc2c(cc1OC)-c1cc(Nc3ccc4c(c3)OCCO4)nc(=O)n1CC2	2.7	12	87	-0.2	0.29	1	89	-4	20	22
O=C(Cn1cnc2ccccc21)N/N=C/c1ccco1	-0.1	2	102	-0.2	1.3	-5	98	-2	2	15
Cc1cc(Cl)ccc1N1C(=O)CC(NNC(=O)c2cccnc2)C1=O (stereo not drawn)	-0.1	-4	103	0.0	0.94	-13	104	-5	-6	5
CCOC(=O)c1ccccc1N=N/C(C(C)=O)=C(/C)O	0.6	9	104	-0.1	1	-3	92	0	0	-28
C=CCSC1=N/C(=C\c2ccc3c(c2)OCO3)C(=O)S1	-2.9	5	102	-0.1	1.7	-5	96	1	2	-38
O=C(Oc1ccc2c(-c3ccccc3)cc(=O)oc2c1)C1CCCCC1	-4.7	11	113	0.0	0.89	-6	90	-2	-11	-9
CCOC(=O)Cc1c(C)nc(SC)[nH]c1=O	0.3	-5	100	0.1	nt	10	105	-3	6	3
CCOC(=O)N1CCN(C(=O)CSCc2ccc(C)cc2)CC1	2.0	10	99	-0.4	1.2	-4	91	0	1	13
CCc1nnc(NC(=O)COC(=O)CN2C(=O)c3ccccc3C2=O)s1	2.8	4	105	-0.5	1.1	7	97	-5	-2	4
CC(C)N(C(=O)CSc1nc(COc2ccccc2)nc2ccccc12)C(C)C	-0.1	7	97	-0.2	0.76	-1	93	-1	11	-48
N#C/C(C(=O)N1CCCCC1)=C1\Nc2ccccc2S1	-0.9	-28	94	0.8	2	-16	125	-5	10	3
C=CCn1c(CCC(=O)O)ccc1-c1ccc(OC)cc1	2.9	7	98	-0.2	1.1	4	94	-8	6	-3
CCN(CC)S(=O)(=O)c1ccc(NC2c3ccccc3C(=O)N2CCN2CCOCC2)cc1 (stereo not drawn)	-0.6	5	103	0.0	0.95	2	95	-1	1	11
COC(=O)Nc1ccc(OCC(=O)N2CCOCC2)cc1	-0.2	-6	106	0.0	1.1	2	105	1	2	18
Cc1cccc(OCC(=O)N2CCN(S(C)(=O)=O)CC2)c1	-3.5	0	98	0.7	1.3	0	100	-8	3	5

Screening results: PubChem, several laboratories

An unsorted share of the library. About 5.6% of those tested had a hit in this group.
